Screening data from PubChem.
Growth percent in the NCI-60 one-dose screen (48 h, 10 µM unless noted): 100 = growth as untreated, 0 = no growth, -100 = all killed.
OVCAR-5: OVCAR-5 ovarian cancer | 82,000 compounds, 2.9% hits | AID 1794783
OVCAR-3: OVCAR-3 ovarian cancer; 79,000 compounds, 7% hits
SW-620: SW-620 colon cancer | 82,000 compounds, 5.2% hits
OVCAR-4: OVCAR-4 ovarian cancer cells. 80,000 compounds, 3.7% hits
OVCAR-8: OVCAR-8 ovarian cancer; 81,000 compounds, 4.4% hits
DU-145: DU-145 prostate cancer. 81,000 compounds, 4.2% hits
HCC-2998: HCC-2998 colon cancer. 79,000 compounds, 4.7% hits
PC-3: PC-3 prostate cancer cells. 80,000 compounds, 3.9% hits
KM12: KM12 colon cancer cells; 82,000 compounds, 5% hits
Active calls of the source: *; / = not tested or not shown. Rule for the calls: active = growth percent below 10; inactive = the rest.

SMILES	OVCAR-5	OVCAR-3	SW-620	OVCAR-4	OVCAR-8	DU-145	HCC-2998	PC-3	KM12
CCCCCCCCCCCCCCCCCCOC(=O)C(N)Cc1ccc(O)cc1 (stereo not drawn)	97.1	100.3	97.2	108.3	95.9	101.8	92.9	89.0	105.1
COc1cc2oc(-c3cccc(C(=O)Nc4ccc(Cl)cc4)c3)cc(=O)c2c(OCCNC(=O)CN)c1OC	87.7	104.7	86.8	95.6	80.2	96.7	113.7	77.5	79.9
O=C(NCc1ccc(F)cc1)C1=NOC(Cc2noc(-c3ccc(F)cc3)n2)C1 (stereo not drawn)	107.6	111.9	112.0	107.0	105.6	113.9	99.6	104.2	102.8
COc1ccccc1-c1cc(-c2cc3ccccc3oc2=O)nc(N)n1	101.3	96.2	97.1	65.4	98.3	111.0	106.6	86.3	92.0
OCCCNc1nc(O)c(/C=C2\C=Nc3ccccc32)s1	105.0	113.9	104.7	99.7	102.3	116.3	94.5	91.2	101.2
CC1(C)N=C(N)NC(Nc2ccccc2)=N1	102.1	112.4	100.5	130.4	111.3	109.8	107.1	97.7	102.3
C=C1C(=O)O[C@H]2[C@H]1CC/C(CNS(=O)(=O)c1ccc3ccccc3c1)=C\CC[C@@]1(C)O[C@@H]21	14.9	-39.6*	-29.8*	24.2	-17.2*	-85.0*	-57.7*	53.6	64.8
O=C1/C(=C/c2ccc(N3CCCC3)cc2)Cc2cc3c(cc21)OCO3	100.4	112.6	99.1	111.9	100.8	117.2	103.6	96.3	105.6
CSc1nc(=O)n(Cc2ccc(F)cc2)c(=O)n1Cc1ccc(Cl)cc1	89.8	91.8	102.1	87.4	81.9	101.0	88.4	80.4	91.7
COc1c(C)cc([N+](=O)[O-])c(C(C)(C)C)c1[N+](=O)[O-]	95.9	105.0	102.5	108.9	110.9	111.9	100.7	87.4	106.6
Cc1ccc(/C=N/NC(=O)Nc2[nH]c3ccc(S(N)(=O)=O)cc3c2-c2ccccc2)cc1	91.3	103.8	102.1	105.2	103.1	96.3	126.0	92.3	84.5
O=C(NCc1cccnc1)C1=NOC(Cc2nc3ccccc3o2)C1 (stereo not drawn)	112.0	105.6	107.2	118.1	106.2	112.3	112.0	110.3	99.9
CC(C)CCNC(=O)Cn1ccc2ncccc2c1=O	112.7	111.2	100.5	99.8	99.9	105.5	100.8	93.6	102.4
Cn1c(I)c(C#C[Si](C)(C)C)c(=O)[nH]c1=O	77.7	-54.1*	-66.5*	-65.0*	-11.7*	64.3	-67.1*	4.9*	103.3
Nc1nc2c(c(=O)[nH]1)NC(CCNc1ccc(C(=O)NC(CCC(=O)O)C(=O)O)cc1)CN2 (stereo not drawn)	108.2	123.7	110.9	107.5	105.8	130.4	92.0	94.0	126.9
CCCCCCCCCCCCCCCCCC1=Nc2cc(C)c(C)cc2NC(=O)C1	100.1	108.2	108.7	110.7	99.9	110.7	112.7	98.4	104.6
O=C(NC1CCC(CN2CCOCC2)CC1)C1CCC2NOC(C3CCCCC3)C2C1 (stereo not drawn)	100.3	105.4	103.5	90.7	90.0	104.3	106.7	78.2	100.4
COC1=C(OC)C2C3(O)CCCc4cccc(c43)N3C(=O)CCC23C=C1 (stereo not drawn)	105.9	111.5	103.8	104.9	99.7	102.0	107.6	92.2	107.3
Cc1c(Cc2ccc(Cl)cc2)c(=O)[nH]c(=O)n1C	91.1	101.9	105.5	99.6	102.5	105.5	101.4	101.3	99.4
CSc1nc(=O)[nH]nc1Sc1ccccc1	98.0	98.4	107.6	113.3	97.5	102.9	/	99.9	102.3
CC(=O)NC(C)(NC(=O)CCl)C(=O)O (stereo not drawn)	106.6	107.9	104.0	106.8	107.0	111.8	116.4	99.4	103.2
Nc1cc(C(=O)c2ccccc2C(=O)O)ccc1Cl	106.2	124.1	104.3	160.5	106.4	118.2	/	101.1	109.7
O=NN(Cc1ccccc1)c1ccccc1	97.1	98.4	106.3	113.5	105.6	103.1	96.6	100.4	99.9
Nc1nc(Nc2ccccc2SSc2ccccc2Nc2nc(N)nc(-c3ccccc3)n2)nc(-c2ccccc2)n1	106.8	90.3	70.5	63.0	73.9	69.4	109.6	42.9	22.1
Cc1ccc(N(C(=O)CCc2c[nH]c3ccccc23)[C@H](C(=O)Nc2ccc(Cl)cc2)c2cccc([N+](=O)[O-])c2)cc1	98.4	96.9	69.1	99.1	87.8	81.6	87.8	62.2	60.6
Cc1ccc(C)c2c1sc1nc(N3CCCC3)c(C#N)c(=N)n12	98.3	114.0	109.1	99.1	100.2	115.0	117.3	94.7	104.4
Cc1nc2scc(-c3ccccc3)n2c(=O)c1CCO	108.9	100.5	100.8	93.8	109.3	107.9	112.5	87.7	102.6
CSc1nc2c(c(=O)n1C)C1(C(=O)Nc3ccccc31)c1c(nc(SC)n(C)c1=O)N2	84.1	84.8	100.4	80.5	113.5	103.9	96.5	101.6	84.2
COc1nc2c(c(=O)[nH]1)C(c1ccccc1)C=C(C(=O)O)N2 (stereo not drawn)	114.8	125.0	101.1	103.4	106.0	117.0	108.0	104.2	111.4
CC(C)(C)C1CCC(OC=O)CC1 (stereo not drawn)	99.7	108.5	101.9	112.7	91.1	105.1	98.0	92.6	102.6
Oc1ccc(CSc2nnc(-c3cnccn3)o2)c2cccnc12	36.9	11.9	12.9	36.6	15.1	26.1	13.2	15.2	12.5
COc1cccc(C(N)=O)c1	92.2	115.3	103.3	104.9	105.3	111.8	106.1	96.0	109.4
C/C(=N\N=C1/NC(=O)C(CC(=O)O)S1)c1nnn(-c2ccc([N+](=O)[O-])cc2)c1C (stereo not drawn)	105.9	/	102.7	103.3	99.7	109.3	106.4	95.4	97.8
O=C(OCC1OC(Oc2ccccc2CO)C(O)C(O)C1O)c1ccccc1 (stereo not drawn)	101.3	123.4	103.4	106.8	106.2	134.3	110.0	74.0	113.3
CC(=C\c1ccccc1)/C=C1\C(=O)NC(=S)N1C=C1C(=O)NC(=O)NC1=O	126.0	108.3	106.9	81.3	104.0	104.5	103.5	91.3	102.5
CC1(C)C(=O)/C(=C\c2cc(C(F)(F)F)cc(C(F)(F)F)c2)C[C@]2(C)[C@H]3CC[C@@H]4[C@@H](C(=O)/C=C\c5cc(C(F)(F)F)cc(C(F)(F)F)c5)CC[C@@]4(C)[C@]3(C)CC[C@@H]12	100.0	114.7	107.0	98.2	99.0	108.9	108.2	94.8	100.9
NC(=O)C1(NC2CCCCC2)CCN(Cc2ccccc2)CC1	98.5	115.0	110.4	100.0	96.3	127.2	118.5	95.7	116.3
CC1=C(c2cc(-c3ccc(N(C)C)cc3)nc(=O)[nH]2)C(c2ccccc2)NC(=S)N1 (stereo not drawn)	96.9	106.4	99.9	118.7	109.8	109.7	105.9	101.7	100.8
COc1cc(-c2noc(-c3cccc(N)c3)n2)cc(OC)c1OC	94.6	94.3	102.6	99.1	95.0	96.6	102.5	66.5	84.1
Cc1ccc(-c2csc(N/N=C/c3c(C)nn(-c4ccccc4)c3-n3ccnc3)n2)cc1	101.3	80.1	92.0	68.2	79.8	84.3	81.9	70.2	91.1
CC(C)OC(=O)COc1ccc(Cl)cc1Cl	99.1	105.4	103.2	115.3	108.7	111.1	109.8	94.0	100.6
CCOC(=O)c1cccnc1Nc1ccc(NC(=O)Nc2c(Cl)cccc2Cl)cc1	101.1	/	94.0	84.5	74.3	103.0	99.8	95.1	94.0
N#Cc1cnc2ccc(-c3cnc4n[nH]nc4c3)cc2c1N1CCc2cc(F)c(Cl)cc21	31.6	26.2	26.8	-16.9*	16.7	14.6	22.5	20.4	17.4
CSc1nc(-c2cc3ccccc3o2)cc(-c2ccc(Cl)cc2)c1C#N	93.7	37.7	71.1	-57.5*	28.7	68.5	85.6	22.2	40.4
CCOC(=O)C1=C(N)Oc2c(sc3c(F)cccc23)C1c1ccc(Cl)cc1 (stereo not drawn)	105.6	104.7	100.7	99.0	96.7	115.7	103.3	93.3	99.0
Cc1cc(=O)n(Nc2ccccc2)c(O)c1C#N	104.7	98.6	98.6	107.7	106.0	108.8	112.4	99.4	92.9
N#Cc1c(N)nc2c(nnn2-c2ccccc2)c1N	103.9	107.7	102.0	109.3	93.5	108.9	111.3	85.5	102.4
c1cc2c(c3c1CCCC3)CCCC2	92.0	117.0	107.5	98.0	95.5	121.8	/	95.1	113.9
O=C1NC(=C(Cl)Cl)/C(=N/S(=O)(=O)N2CCNCC2)N1	99.9	111.4	106.0	109.5	105.4	110.4	97.8	93.9	104.7
COc1cc2c(cc1OC)-c1ccc3cc4c(cc3c1N(CCn1ccnc1)C2)OCO4	103.3	83.3	75.3	101.7	55.1	84.6	101.7	57.9	58.9
O=C(O)c1ccc[n+](CC(=O)N2CCN(c3cc4c(cc3F)c(=O)c(C(=O)O)cn4C3CC3)CC2)c1	106.8	55.6	-3.3*	60.4	79.7	96.1	111.4	87.3	92.2
N=C1C(=O)NC(=O)c2cc(-c3ccccc3)sc21	102.0	106.0	97.6	/	97.2	112.4	102.8	96.0	105.4
N#CSCCSC#N	111.5	114.0	108.1	113.6	100.3	118.5	/	106.7	111.8
CCCC/C(=N\N=C(N)N)c1ccc(F)cc1	50.5	-11.4*	23.8	39.7	33.6	44.1	37.0	26.3	15.7
COc1ccc(NC(=O)Nc2cccc(-c3cc(=O)c4c(OC)c(OC)c(OC)cc4o3)c2)cc1	115.8	60.6	55.2	74.0	37.1	64.9	85.4	57.0	51.9
COc1cccc(C2(C)Nc3ccccc3-c3nc4ccccc4n32)c1 (stereo not drawn)	109.4	111.6	108.0	111.6	105.1	111.9	106.3	109.1	107.8
CCCOc1ccccc1OCCC	103.9	139.6	102.3	96.5	108.7	115.6	114.4	109.1	120.7
COc1ccc(-c2cc(=O)c3cccc(CC(=O)O)c3o2)cc1	109.9	110.2	106.1	104.0	99.4	108.4	100.4	95.7	93.5
COc1cccc(C(Cc2ccccc2)Nc2ccccc2)c1OC (stereo not drawn)	103.3	98.4	95.1	98.1	99.0	108.7	91.2	83.2	99.6
Cc1ccc(-c2cc(-c3ccc(N4CCOCC4)cc3)n3c(n2)nc2ccccc23)cc1	100.2	/	107.4	100.4	103.8	101.5	104.5	97.2	102.6
Next compounds follow:
SMILES	OVCAR-5	OVCAR-3	SW-620	OVCAR-4	OVCAR-8	DU-145	HCC-2998	PC-3	KM12
NS(=O)(=O)c1ccc(CCNC(=O)Nc2nc3ccccc3s2)cc1	100.1	103.6	100.5	99.7	99.3	106.3	99.7	97.6	106.0
COc1cc(-c2nc(SCCC(C)C)nc(Nc3ccc(O)cc3)c2C#N)cc(OC)c1OC	108.3	103.1	108.8	107.4	101.3	113.0	106.8	97.6	106.3
Fc1ccc(C2=NN[C@H](c3cn(-c4ccccc4)nc3-c3ccccc3)C2)cc1	104.0	97.4	94.4	78.3	43.9	80.5	107.7	75.7	94.1
CN(C)S(=O)(=O)c1ncnc2nc[nH]c12	107.9	103.9	108.3	97.7	104.2	103.4	109.3	87.6	/
Cn1c(=O)c2nc(SCc3ccccc3)n(C)c2n(C)c1=O	97.6	117.1	106.2	118.2	105.7	116.6	/	102.1	104.2
CC(C)C1NC2=C(CCCC2)C(C#N)(C#N)C1(C#N)C#N (stereo not drawn)	112.1	96.2	92.6	93.2	94.1	98.0	105.9	90.2	100.5
COc1ccc(C2=C(Br)C(=O)c3nc(C)ccc3C2=O)cc1	109.1	40.0	27.2	87.9	88.8	105.0	104.0	80.0	91.9
COc1cccc(-c2nc3occn3c2-c2ccnc(S(C)(=O)=O)n2)c1	95.6	112.7	98.5	107.7	98.2	92.2	49.3	97.5	97.1
Cc1ccc(NC(=O)c2cc3ccccc3cc2O)c(C)c1	96.9	66.4	78.1	74.4	109.2	96.3	96.7	35.9	83.1
NS(=O)(=O)c1cccc(NCCC(=O)c2ccccc2)c1	108.8	106.4	106.4	114.6	101.1	108.6	104.8	104.7	105.0

12 structures out of the list, sorted by molar mass, ascending.
SMILES	OVCAR-5	OVCAR-3	SW-620	OVCAR-4	OVCAR-8	DU-145	HCC-2998	PC-3	KM12
CCCOc1ccccc1OCCC	103.9	139.6	102.3	96.5	108.7	115.6	114.4	109.1	120.7
CN(C)S(=O)(=O)c1ncnc2nc[nH]c12	107.9	103.9	108.3	97.7	104.2	103.4	109.3	87.6	/
CC(C)C1NC2=C(CCCC2)C(C#N)(C#N)C1(C#N)C#N (stereo not drawn)	112.1	96.2	92.6	93.2	94.1	98.0	105.9	90.2	100.5
Cc1ccc(NC(=O)c2cc3ccccc3cc2O)c(C)c1	96.9	66.4	78.1	74.4	109.2	96.3	96.7	35.9	83.1
NS(=O)(=O)c1cccc(NCCC(=O)c2ccccc2)c1	108.8	106.4	106.4	114.6	101.1	108.6	104.8	104.7	105.0
Cn1c(=O)c2nc(SCc3ccccc3)n(C)c2n(C)c1=O	97.6	117.1	106.2	118.2	105.7	116.6	/	102.1	104.2
COc1cccc(C2(C)Nc3ccccc3-c3nc4ccccc4n32)c1 (stereo not drawn)	109.4	111.6	108.0	111.6	105.1	111.9	106.3	109.1	107.8
COc1ccc(C2=C(Br)C(=O)c3nc(C)ccc3C2=O)cc1	109.1	40.0	27.2	87.9	88.8	105.0	104.0	80.0	91.9
COc1cccc(-c2nc3occn3c2-c2ccnc(S(C)(=O)=O)n2)c1	95.6	112.7	98.5	107.7	98.2	92.2	49.3	97.5	97.1
NS(=O)(=O)c1ccc(CCNC(=O)Nc2nc3ccccc3s2)cc1	100.1	103.6	100.5	99.7	99.3	106.3	99.7	97.6	106.0
Fc1ccc(C2=NN[C@H](c3cn(-c4ccccc4)nc3-c3ccccc3)C2)cc1	104.0	97.4	94.4	78.3	43.9	80.5	107.7	75.7	94.1
COc1cc(-c2nc(SCCC(C)C)nc(Nc3ccc(O)cc3)c2C#N)cc(OC)c1OC	108.3	103.1	108.8	107.4	101.3	113.0	106.8	97.6	106.3

Random draw from the library; 10% or so of the library scored in one or more.
